High-throughput results (PubChem)
Efflux pump mplx: blocks antifungal efflux pumps in multiplex yeast assay. AID 485275. 330,000 compounds, 0.44% hits. S. cerevisiae Candida pump triplex, Nile Red efflux. inhibition, % at 10 µM;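 active means plate passing quality check with inhibition over a set limit, or well fluorescence over plate mean plus 4 SD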;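 further: Nile Red retained in pooled yeast measured as flow cytometry median fluorescence; 0% = buffer negative control and 100% = Enniatin B positive control; higher means more Nile Red kept so more efflux inhibition; some compounds called inactive have numbers as strong as hits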
CIT2-GFP yeast: modulators of TOR pathway CIT2-GFP in S. cerevisiae | S. cerevisiae CIT2-GFP strain, flow cytometry, 3 h; 100 means same as DMSO wells | GFP response vs DMSO, % at 10 µM | 320,000 compounds, 0.065% hits | AID 2029;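 active means GFP response relative to DMSO above a set limit, near the screen mean plus 3 SD, cut at about 150% in these data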;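 further: ratio of well median GFP fluorescence to mean of DMSO wells on the plate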
CR mimetic SO: yeast age-related superoxide inhibition as caloric restriction mimetic | S. cerevisiae aged cells, superoxide DHE fluorescence; active compounds read low | superoxide response (% of plate mean), % at 10 µM | 330,000 compounds, 0.18% hits;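 active means superoxide response under a set limit, about three screen SD below normal, cut at about 65% in these data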;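 further: yeast aged for seven days with compound at 30 °C before DHE staining; 100% = average MFI of all compound-treated wells on the plate with controls excluded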
RPL19A TOR yeast: alters RPL19A-GFP fluorescence in TOR pathway yeast screen | S. cerevisiae RPL19A-GFP strain, flow cytometry, 3 h; active compounds read low | percent response vs DMSO, % at 10 µM | 330,000 compounds, 0.3% hits | AID 2025;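 active means percent response vs DMSO below 50%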;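 further: median channel GFP fluorescence of the barcoded RPL19A-GFP strain; ratio of sample median GFP to plate DMSO average so 100% = DMSO; lower means less RPL19A-GFP as with rapamycin TOR inhibition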
AGP1 TOR yeast: alters AGP1-GFP fluorescence in TOR pathway yeast screen; GFP response vs DMSO, % at 10 µM; S. cerevisiae AGP1-GFP multiplex flow cytometry, 3 h; GFP as percent of DMSO wells; 320,000 compounds, 0.02% hits; AID 2066;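 active means GFP response relative to DMSO above a set limit, near screen average plus 3 SD, cut at about 150% in these data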;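 further: median GFP channel fluorescence of the gated AGP1 strain per well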
LAP4 TOR yeast: alters LAP4-GFP fluorescence in TOR pathway yeast screen. S. cerevisiae LAP4-GFP multiplex, flow cytometry GFP, 3 h; median GFP as percent of DMSO wells. GFP response vs DMSO, % at 10 µM. 320,000 compounds, 0.34% hits. AID 2023;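 active means GFP response vs DMSO above a set limit, about the screen mean plus 3 SD, cut at about 150% in these data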
MEP2-GFP yeast: yeast TOR pathway MEP2-GFP modulation; GFP response vs DMSO, % at 10 µM; AID 2016; 330,000 compounds, 0.51% hits; S. cerevisiae MEP2-GFP strain, flow cytometry GFP, 3 h; 100% = DMSO control level;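 active means GFP response versus DMSO above a set limit, roughly screen mean plus 3 SD, cut at about 180% in these data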;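 further: median GFP fluorescence of the barcode-gated MEP2-GFP cells per well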
AHR activator: activators of human aryl hydrocarbon receptor. 320,000 compounds, 2.5% hits. P35869. activation, % at 5 µM. AID 2796. AHR-responsive luciferase reporter cells, luminescence; in the data active means activation above about 47%;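 further: 0% = vehicle wells and 100% = reference agonist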
Target sequence (P35869 whole entry, looked up): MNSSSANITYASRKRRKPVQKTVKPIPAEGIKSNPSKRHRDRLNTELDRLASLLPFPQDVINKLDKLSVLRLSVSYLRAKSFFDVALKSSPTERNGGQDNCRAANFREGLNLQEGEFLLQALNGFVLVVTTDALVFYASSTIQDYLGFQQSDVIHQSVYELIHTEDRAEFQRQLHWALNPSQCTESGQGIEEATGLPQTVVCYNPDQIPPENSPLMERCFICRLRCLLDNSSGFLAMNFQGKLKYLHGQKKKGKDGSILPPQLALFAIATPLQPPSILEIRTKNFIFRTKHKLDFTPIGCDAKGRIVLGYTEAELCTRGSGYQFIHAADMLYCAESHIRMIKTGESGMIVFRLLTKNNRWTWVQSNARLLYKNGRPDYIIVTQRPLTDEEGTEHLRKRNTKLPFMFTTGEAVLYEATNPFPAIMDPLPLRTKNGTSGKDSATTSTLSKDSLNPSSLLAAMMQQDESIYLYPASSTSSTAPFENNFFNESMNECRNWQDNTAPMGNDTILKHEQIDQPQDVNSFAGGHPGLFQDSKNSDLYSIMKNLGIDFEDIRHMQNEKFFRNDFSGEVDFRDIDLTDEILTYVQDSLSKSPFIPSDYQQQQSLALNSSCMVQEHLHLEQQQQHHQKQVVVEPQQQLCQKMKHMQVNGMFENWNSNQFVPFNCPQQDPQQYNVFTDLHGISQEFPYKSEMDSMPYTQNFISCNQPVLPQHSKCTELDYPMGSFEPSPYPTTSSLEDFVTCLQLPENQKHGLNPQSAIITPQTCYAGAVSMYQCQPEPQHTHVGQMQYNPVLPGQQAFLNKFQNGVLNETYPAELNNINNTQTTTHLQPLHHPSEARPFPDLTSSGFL
Numbers without * were called inactive.

How did N=C(N)SCc1nc2ccccn2c1Br do in these assays?
Efflux pump mplx: -0.1; CIT2-GFP yeast: 104; CR mimetic SO: 84; RPL19A TOR yeast: 104; AGP1 TOR yeast: 101; LAP4 TOR yeast: 99; MEP2-GFP yeast: 105; AHR activator: -2

What do the screens show for `COc1cccc(C2C(C(=O)NCc3ccccc3)=C(C)Nc3ncnn32)c1` (stereo not drawn)?
Efflux pump mplx: 0.0; CIT2-GFP yeast: 110; CR mimetic SO: 110; RPL19A TOR yeast: 98; AGP1 TOR yeast: 81; LAP4 TOR yeast: 101; MEP2-GFP yeast: 110; AHR activator: 0

How did O=C(Nc1cccc(O)c1)c1cc(S(=O)(=O)N2CCCC2)ccc1Cl do in these assays?
Efflux pump mplx: -0.1; CIT2-GFP yeast: 102; CR mimetic SO: 117; AGP1 TOR yeast: 92; LAP4 TOR yeast: 99; MEP2-GFP yeast: 102; AHR activator: 1

How did CCc1ccc(OCC(=O)N2CCN(c3ccccn3)CC2)c(Br)c1 do in these assays?
Efflux pump mplx: -0.1; CR mimetic SO: 93; RPL19A TOR yeast: 100; AGP1 TOR yeast: 93; LAP4 TOR yeast: 76; MEP2-GFP yeast: 89; AHR activator: 11

Results for CCCOc1ccc(N2C(=O)CC(SC(=NCC)NCC)C2=O)cc1 (stereo not drawn) ?
Efflux pump mplx: -7.1; CIT2-GFP yeast: 100; CR mimetic SO: 113; RPL19A TOR yeast: 108; AGP1 TOR yeast: 107; LAP4 TOR yeast: 97; MEP2-GFP yeast: 106; AHR activator: -2

Results for CCc1cc(CNC(=O)c2ccc3nc(Cc4ccc(OC)c(OC)c4)oc3c2)on1 ?
Efflux pump mplx: 0.2; CIT2-GFP yeast: 93; CR mimetic SO: 98; RPL19A TOR yeast: 97; AGP1 TOR yeast: 94; LAP4 TOR yeast: 98; MEP2-GFP yeast: 92; AHR activator: 11

Results for Cc1ccc(C)c(NC(=O)c2ccc(OCc3c(C)noc3C)cc2)c1 ?
Efflux pump mplx: 0.0; CIT2-GFP yeast: 107; CR mimetic SO: 95; RPL19A TOR yeast: 118; AGP1 TOR yeast: 115; LAP4 TOR yeast: 130; MEP2-GFP yeast: 114; AHR activator: -5

How did O=C(Nc1ccnn1C1CCN(Cc2c(F)cccc2Cl)CC1)C1CCCC1 do in these assays?
Efflux pump mplx: 0.1; CIT2-GFP yeast: 95; CR mimetic SO: 131; RPL19A TOR yeast: 98; AGP1 TOR yeast: 97; LAP4 TOR yeast: 89; MEP2-GFP yeast: 93; AHR activator: 0

Results for CC(Oc1ccc(Cl)cc1Cl)C(=O)Nc1ncccn1 (stereo not drawn) ?
Efflux pump mplx: -0.1; CIT2-GFP yeast: 79; CR mimetic SO: 101; RPL19A TOR yeast: 97; AGP1 TOR yeast: 95; LAP4 TOR yeast: 92; MEP2-GFP yeast: 96; AHR activator: 1

What do the screens show for `Cc1cccc(OCC(=O)N/N=C2/SCC(=O)N2Cc2ccco2)c1`?
Efflux pump mplx: 0.0; CIT2-GFP yeast: 109; CR mimetic SO: 100; RPL19A TOR yeast: 100; AGP1 TOR yeast: 106; LAP4 TOR yeast: 105; MEP2-GFP yeast: 110; AHR activator: 15

Results for COc1cccc(NS(=O)(=O)c2ccc3c(c2)CC(=O)N3)c1 ?
Efflux pump mplx: -0.3; CIT2-GFP yeast: 102; CR mimetic SO: 91; RPL19A TOR yeast: 101; AGP1 TOR yeast: 104; LAP4 TOR yeast: 103; MEP2-GFP yeast: 103; AHR activator: 7

What do the screens show for `O=C(CN1CCOCC1)Nc1ccc(Oc2ccccc2)cc1`?
Efflux pump mplx: -0.1; CIT2-GFP yeast: 113; CR mimetic SO: 83; RPL19A TOR yeast: 100; AGP1 TOR yeast: 102; LAP4 TOR yeast: 103; MEP2-GFP yeast: 105; AHR activator: 8

How did N#Cc1nc(COc2ccccc2)oc1N1CCOCC1 do in these assays?
Efflux pump mplx: 0.1; CIT2-GFP yeast: 92; CR mimetic SO: 105; RPL19A TOR yeast: 93; AGP1 TOR yeast: 100; LAP4 TOR yeast: 98; MEP2-GFP yeast: 96; AHR activator: 24

How did Cc1cccc(N2CCN(S(=O)(=O)c3c(C)nc4scc(C)n4c3=O)CC2)c1C do in these assays?
Efflux pump mplx: 0.2; CIT2-GFP yeast: 105; CR mimetic SO: 89; RPL19A TOR yeast: 99; AGP1 TOR yeast: 102; LAP4 TOR yeast: 106; MEP2-GFP yeast: 102; AHR activator: -3

Results for CC1CCN(CCCNC(=O)c2cc3sccc3n2C)CC1 ?
Efflux pump mplx: -0.1; CIT2-GFP yeast: 107; CR mimetic SO: 90; RPL19A TOR yeast: 100; AGP1 TOR yeast: 103; LAP4 TOR yeast: 100; MEP2-GFP yeast: 108; AHR activator: -1

What do the screens show for `CC1(C)CC(=O)C=C(NC2CCCCCCC2)C1`?
Efflux pump mplx: 0.1; CIT2-GFP yeast: 92; CR mimetic SO: 94; RPL19A TOR yeast: 95; AGP1 TOR yeast: 97; LAP4 TOR yeast: 94; MEP2-GFP yeast: 96; AHR activator: -1

Results for CC(=O)Nc1ccc(S(=O)(=O)N2CCC(C(N)=O)(N3CCCCC3)CC2)cc1 ?
Efflux pump mplx: -0.1; CIT2-GFP yeast: 102; CR mimetic SO: 109; RPL19A TOR yeast: 104; AGP1 TOR yeast: 98; LAP4 TOR yeast: 106; MEP2-GFP yeast: 110; AHR activator: 0

What do the screens show for `Cc1ccc(O)c(C2=Nc3ccccc3C2(C)C)c1`?
Efflux pump mplx: -0.1; CIT2-GFP yeast: 98; CR mimetic SO: 98; RPL19A TOR yeast: 98; AGP1 TOR yeast: 91; LAP4 TOR yeast: 94; MEP2-GFP yeast: 92; AHR activator: 8

Results for Nc1nc(NCc2c(F)cccc2Cl)nn1-c1ccccc1 ?
Efflux pump mplx: -0.2; CIT2-GFP yeast: 109; CR mimetic SO: 91; RPL19A TOR yeast: 112; AGP1 TOR yeast: 113; LAP4 TOR yeast: 104; MEP2-GFP yeast: 103; AHR activator: 3

Results for COc1cc(CC(=O)Nc2sccc2C(N)=O)cc(OC)c1OC ?
Efflux pump mplx: -0.1; CIT2-GFP yeast: 91; CR mimetic SO: 101; RPL19A TOR yeast: 102; AGP1 TOR yeast: 103; LAP4 TOR yeast: 92; MEP2-GFP yeast: 99; AHR activator: -1

What do the screens show for `O=C(Cc1ccccc1)NNC(=O)c1ccccc1C(=O)O`?
Efflux pump mplx: -0.2; CIT2-GFP yeast: 97; CR mimetic SO: 89; RPL19A TOR yeast: 101; AGP1 TOR yeast: 92; LAP4 TOR yeast: 102; MEP2-GFP yeast: 101; AHR activator: 7

Results for CCOc1ccc(N(CC(=O)Nc2ccccc2C(=O)NCc2ccco2)S(C)(=O)=O)cc1 ?
Efflux pump mplx: 0.1; CIT2-GFP yeast: 99; CR mimetic SO: 107; RPL19A TOR yeast: 101; AGP1 TOR yeast: 99; LAP4 TOR yeast: 107; MEP2-GFP yeast: 100; AHR activator: -2

What do the screens show for `O=C(O)CSc1cc(C(=O)c2cc(F)ccc2O)cn2c(=O)c3c(-c4ccccc4)csc3nc12`?
Efflux pump mplx: 0.5; CIT2-GFP yeast: 85; CR mimetic SO: 125; RPL19A TOR yeast: 98; AGP1 TOR yeast: 100; LAP4 TOR yeast: 103; MEP2-GFP yeast: 103; AHR activator: 4

What do the screens show for `CCOC(=O)c1ccc(NC(=O)CCNS(=O)(=O)c2cccs2)cc1`?
Efflux pump mplx: -0.3; CIT2-GFP yeast: 114; CR mimetic SO: 108; RPL19A TOR yeast: 103; AGP1 TOR yeast: 110; LAP4 TOR yeast: 104; MEP2-GFP yeast: 118; AHR activator: 2

What do the screens show for `COc1ccc(OCCC(=O)OCC(=O)Nc2ccc(Br)cc2)cc1`?
Efflux pump mplx: -0.1; CIT2-GFP yeast: 97; CR mimetic SO: 99; RPL19A TOR yeast: 102; AGP1 TOR yeast: 101; LAP4 TOR yeast: 108; MEP2-GFP yeast: 102; AHR activator: 1

Results for Cc1cccc(OCC(=O)N/N=C/c2cccn2C)c1 ?
Efflux pump mplx: -0.1; CIT2-GFP yeast: 103; CR mimetic SO: 73; RPL19A TOR yeast: 102; AGP1 TOR yeast: 103; LAP4 TOR yeast: 110; MEP2-GFP yeast: 98; AHR activator: 8

What do the screens show for `CCC(=O)Nc1cc(Cl)ccc1C(=O)O`?
Efflux pump mplx: 0.3; CIT2-GFP yeast: 81; CR mimetic SO: 128; RPL19A TOR yeast: 100; AGP1 TOR yeast: 90; LAP4 TOR yeast: 92; MEP2-GFP yeast: 89; AHR activator: 0

How did O=C(CC1C(=O)NCCN1CC1CCCCC1)NC1(c2ccccc2)CC1 (stereo not drawn) do in these assays?
Efflux pump mplx: 0.0; CIT2-GFP yeast: 101; CR mimetic SO: 88; RPL19A TOR yeast: 99; AGP1 TOR yeast: 102; LAP4 TOR yeast: 98; MEP2-GFP yeast: 98; AHR activator: -1

What do the screens show for `O=C(COC(=O)c1ccccc1O)Nc1cccc2ccccc12`?
Efflux pump mplx: 0.0; CIT2-GFP yeast: 96; CR mimetic SO: 108; RPL19A TOR yeast: 102; AGP1 TOR yeast: 99; LAP4 TOR yeast: 102; MEP2-GFP yeast: 103; AHR activator: 2

What do the screens show for `CN1C(=O)NC(c2cccc(O)c2)C(C(=O)c2cccs2)C1(O)C(F)(F)F` (stereo not drawn)?
Efflux pump mplx: 0.1; CIT2-GFP yeast: 104; CR mimetic SO: 112; RPL19A TOR yeast: 101; AGP1 TOR yeast: 104; LAP4 TOR yeast: 104; MEP2-GFP yeast: 105; AHR activator: 3

Random excerpt: two entries already listed, in no set order.
What do the screens show for `CC1(C)CC(=O)C=C(NC2CCCCCCC2)C1`?
Efflux pump mplx: 0.1; CIT2-GFP yeast: 92; CR mimetic SO: 94; RPL19A TOR yeast: 95; AGP1 TOR yeast: 97; LAP4 TOR yeast: 94; MEP2-GFP yeast: 96; AHR activator: -1

What do the screens show for `CN1C(=O)NC(c2cccc(O)c2)C(C(=O)c2cccs2)C1(O)C(F)(F)F` (stereo not drawn)?
Efflux pump mplx: 0.1; CIT2-GFP yeast: 104; CR mimetic SO: 112; RPL19A TOR yeast: 101; AGP1 TOR yeast: 104; LAP4 TOR yeast: 104; MEP2-GFP yeast: 105; AHR activator: 3

(more compounds)
What do the screens show for `COc1ccc(CNC(=O)Cc2ccc(OC)c(S(=O)(=O)N3CCOCC3)c2)cc1`?
Efflux pump mplx: 0.1; CIT2-GFP yeast: 94; CR mimetic SO: 90; RPL19A TOR yeast: 97; AGP1 TOR yeast: 111; LAP4 TOR yeast: 83; MEP2-GFP yeast: 90; AHR activator: 0

What do the screens show for `COCCNC(=O)c1cc2ncc(Br)cn2n1`?
Efflux pump mplx: 0.0; CIT2-GFP yeast: 101; CR mimetic SO: 102; RPL19A TOR yeast: 100; AGP1 TOR yeast: 103; LAP4 TOR yeast: 96; MEP2-GFP yeast: 101; AHR activator: 0

How did O=C(NCCc1ccccc1)c1ccc(-n2cnnn2)cc1 do in these assays?
Efflux pump mplx: 0.1; CIT2-GFP yeast: 95; CR mimetic SO: 114; RPL19A TOR yeast: 98; AGP1 TOR yeast: 99; LAP4 TOR yeast: 100; MEP2-GFP yeast: 104; AHR activator: 9

How did Cc1cccc(-c2n[nH]c(=S)n2Cc2ccccc2)c1 do in these assays?
Efflux pump mplx: -0.2; CIT2-GFP yeast: 96; CR mimetic SO: 85; RPL19A TOR yeast: 93; AGP1 TOR yeast: 97; LAP4 TOR yeast: 88; MEP2-GFP yeast: 93; AHR activator: 0

How did Cc1ccc(N2CC(C(=O)NNC(=O)c3ccc(F)cc3)CC2=O)cc1 (stereo not drawn) do in these assays?
Efflux pump mplx: 0.5; CIT2-GFP yeast: 90; CR mimetic SO: 107; RPL19A TOR yeast: 93; AGP1 TOR yeast: 98; LAP4 TOR yeast: 100; MEP2-GFP yeast: 96; AHR activator: -1
